# sPLA2-III inh – human group III sPLA2 inhibitors, primary screen, biochemical, QFRET, BODIPY PC-A2 liposome substrate | Group 3 secretory phospholipase A2 (Homo sapiens), Q9NZ20 | QFRET BODIPY PC-A2 liposome hydrolysis, fluorescence | inhibition, % at 12.2 µM | 0.56% of 370,000 active | AID 743126, 2013;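 active = inhibition above mean plus 3 SD of compounds lying within the high and low control bounds, cut at about 19% in these data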;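 note: 0% = median of test compound wells and 100% = no enzyme DMSO wells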
# ADAM10 inh – human ADAM10 inhibitors, primary screen, biochemical, QFRET, HTS; Disintegrin and metalloproteinase domain-containing protein 10 (Homo sapiens), O14672; recombinant ADAM10, EDANS/DABCYL FRET peptide cleavage, 3 h; inhibition, % at 7 µM; 0.62% of 370,000 active;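 active = inhibition above a per-campaign cutoff equal to the mean of compounds falling between control-based bounds plus 3 SD, cut at about 20% in these data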;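 note: 0% = DMSO wells while the 100% control is not disclosed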
# Target sequence (O14672 214-748 limits assumed): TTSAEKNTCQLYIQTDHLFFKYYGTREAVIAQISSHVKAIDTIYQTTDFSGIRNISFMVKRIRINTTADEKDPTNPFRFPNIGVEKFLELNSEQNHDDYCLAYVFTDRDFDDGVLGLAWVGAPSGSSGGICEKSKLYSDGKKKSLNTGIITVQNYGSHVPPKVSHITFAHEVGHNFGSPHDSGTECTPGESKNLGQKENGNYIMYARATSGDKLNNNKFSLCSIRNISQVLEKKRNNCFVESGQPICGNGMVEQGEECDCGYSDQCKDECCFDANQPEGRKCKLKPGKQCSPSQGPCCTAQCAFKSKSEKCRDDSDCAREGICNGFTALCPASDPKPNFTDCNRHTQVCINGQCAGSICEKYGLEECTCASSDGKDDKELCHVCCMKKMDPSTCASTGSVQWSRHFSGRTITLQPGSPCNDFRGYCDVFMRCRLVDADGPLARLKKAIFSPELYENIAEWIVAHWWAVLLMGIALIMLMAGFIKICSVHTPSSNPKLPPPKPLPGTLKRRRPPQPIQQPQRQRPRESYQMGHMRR
# PLC-beta3 inh – human PLC-beta3 inhibitors, primary screen, biochemical, fluorescence; Purified PLC-beta3, fluorogenic substrate; AID 720704, 2013; 0.18% of 370,000 active; inhibition, % at 12.2 µM; 1-phosphatidylinositol 4,5-bisphosphate phosphodiesterase beta-3 (Homo sapiens), Q01970; in the data active = inhibition above about 11%;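 note: 0% = median of compound wells on plate and 100% = full blocker control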
# DAX1 inh-1 – DAX1 (NR0B1) inhibitors, primary screen, cell-based, HEK293, Gal4-DAX1, luciferase luminescence. Nuclear receptor subfamily 0 group B member 1 (Homo sapiens), P51843. HEK293 Gal4-DAX1 luciferase reporter. inhibition, % at 6.75 µM. 0.99% of 340,000 active. AID 504766, 2011;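 active = inhibition above the mean over all tested compounds plus 3 SD, cut at about 4.2% in these data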;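 note: 0% = DAX1-transfected cells with DMSO and 100% = empty-vector control cells with DMSO; inhibition shows as a rise in luminescence from relieved DAX1 repression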
# Target sequence (P51843 207-470 limits assumed): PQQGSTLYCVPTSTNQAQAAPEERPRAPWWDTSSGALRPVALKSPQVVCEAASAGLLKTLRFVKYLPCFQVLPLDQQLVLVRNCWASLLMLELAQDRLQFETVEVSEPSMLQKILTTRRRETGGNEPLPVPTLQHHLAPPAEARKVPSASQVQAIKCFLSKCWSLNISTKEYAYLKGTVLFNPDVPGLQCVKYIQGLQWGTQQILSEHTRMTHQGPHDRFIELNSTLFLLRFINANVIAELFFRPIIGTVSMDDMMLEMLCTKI
# hgDAF-12 ag – H. glycines DAF-12 receptor agonists, primary screen, cell-based, luminescence, HEK293, GAL4 fusion, UAS-luciferase. HEK293 GAL4-hgDAF12 UAS-luciferase reporter, agonist luminescence; normalized to butyrate control. activation, % at 6.8 µM. Nuclear hormone receptor DAF-12 (Heterodera glycines), GAL4 fusion. AID 687014, 2013. 1.8% of 370,000 active;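 active = activation above a cutoff set at the mean of all screened compounds plus 3 SD, cut at about 10% in these data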;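 note: 0% = DMSO wells and 100% = sodium butyrate wells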
# PLCg1 inh – PLC-gamma1 enzyme inhibitors, primary screen, biochemical, fluorescence, purified enzyme. fluorogenic substrate. inhibition, % at 12.2 µM. 0.84% of 370,000 active. AID 720700, 2013; in the data active = inhibition above about 9.5%
# DAX1 inh-2 – DAX1 (NR0B1) inhibitors on StAR promoter, primary screen, cell-based, luminescence, SF-1 (NR5A1), full-length DAX-1; inhibition, % at 6.8 µM; 1.1% of 370,000 active; AID 652010, 2013; HEK293T StAR-luciferase reporter, SF-1/DAX-1 repression relief;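 active = inhibition above the mean over all tested compounds plus 3 SD, cut at about 3.6% in these data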;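 note: 0% = DAX-1 cells with DMSO and 100% = cells lacking DAX-1 with DMSO; higher inhibition means more luminescence from relief of DAX-1 repression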
# ssDAF12 agonist – S. stercoralis DAF-12 nuclear receptor activators, primary screen, cell-based, luminescence, HEK293, GRIP1 co-expression, lit1-tk-luc | Nuclear hormone receptor DAF-12 (Strongyloides stercoralis) | HEK293 ssDAF-12/GRIP1 lit1-tk-luc reporter; % of 3 µM dafachronic acid response | activation, % at 6.8 µM | 1% of 370,000 active;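 active = activation above the mean over all tested compounds plus 3 SD, cut at about 0.9% in these data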;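 note: 0% = DMSO-only wells and 100% = 3 µM delta7-dafachronic acid wells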
# ADAM17 inh – ADAM17 inhibitors, primary screen, biochemical, QFRET; recombinant ADAM17, EDANS/DABCYL FRET peptide cleavage; Disintegrin and metalloproteinase domain-containing protein 17 (Homo sapiens), P78536; inhibition, % at 6.95 µM; AID 720648, 2013; 0.83% of 370,000 active;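 active = inhibition above the mean of compounds lying between control limits plus 3 SD, set per campaign, cut at about 8.5% in these data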;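 note: 0% = DMSO-only wells as the low control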
# hcDAF12 agonist – H. contortus DAF-12 nuclear receptor activators, primary screen, cell-based, luminescence, HEK293, lit1-tk-luc reporter; 1.4% of 370,000 active; AID 652067, 2013; activation, % at 6.8 µM; HEK293 hcDAF-12 lit1-tk-luc reporter; 0% DMSO, 100% Δ7-dafachronic acid;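 active = activation above the mean of all tested compounds plus 3 SD, cut at about 5.5% in these data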;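 note: 100% = response to 3 µM Δ7-dafachronic acid high control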
# GAA850 FXN act – FXN promoter activators, primary screen, cell-based, luciferase luminescence, HEK293 lucGAA850; HEK293 lucGAA850 FXN promoter luciferase reporter, 24 h; percent of 10 µM SAHA response; activation, % at 6 µM; 0.56% of 360,000 active;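 active = activation above the average of all compounds screened plus 3 SD, cutoff fixed separately per campaign, cut at about 7.5% in these data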;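 note: 0% = DMSO wells and 100% = 10 µM SAHA wells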
# Numbers without * were called inactive; · = not tested or not shown.
# Below each SMILES: sPLA2-III inh	ADAM10 inh	PLC-beta3 inh	DAX1 inh-1	hgDAF-12 ag	PLCg1 inh	DAX1 inh-2	ssDAF12 agonist	ADAM17 inh	hcDAF12 agonist	GAA850 FXN act
> CC(=O)Nc1ccc(S(=O)(=O)N2CCN(C(=O)c3ncoc3-c3ccc(C)cc3)CC2)cc1
 : 3.0	-0.9	-5.8	-0.8	-2.5	-1.2	-0.2	-1.5	-1.9	-1.2	-2.9
> Cc1ccsc1-c1cc2nc(NCCOc3ccccc3Cl)n(C)c(=O)c2s1
 : -0.2	-40.7	-10.2	·	7.0	-8.9	1.8	-1.1	-9.7	1.5	0.3
> O=C1[C@@H]2Cc3c([nH]c4ccccc34)CN2C(=O)CN1CCO
 : 5.5	-6.5	2.3	-0.3	-0.5	0.0	0.3	-1.4	-3.7	-1.2	-1.0
> CCCn1c(C)cc(C(=O)Cn2nnc3ccccc3c2=O)c1C
 : -12.4	5.6	-4.1	1.0	11.8*	1.2	3.2	0.2	0.2	3.5	2.9
> CCCCC(CC)CNC(=O)CC1Nc2c3ccccc3nc(=S)n2C1=O (centres undefined)
 : 6.4	-5.8	-7.9	-0.4	0.0	2.9	0.2	-1.7	-2.8	-1.7	-1.6
> C/C(=C\C1CCCCC1)C(NC(=O)c1ccc(C(F)(F)F)cc1)c1ccc(-c2ccccc2)cc1 (centres undefined)
 : 5.0	0.7	1.7	0.5	3.3	2.2	-0.2	-1.2	2.7	-0.8	-0.5
> COc1ccccc1CNC(=O)COC(=O)CCN1C(=O)C2CC=CCC2C1=O (centres undefined)
 : -2.8	0.7	-1.4	2.8	0.2	-0.4	-0.4	-0.6	-2.0	0.0	0.8
> CCOc1ccc(N(CCC#N)S(=O)(=O)c2ccc(OC)cc2)cc1
 : -6.7	-1.0	2.3	-0.1	-0.9	-0.4	-1.3	-1.7	-5.8	-1.6	-0.5
> CN(C)CCCN(C(=O)c1nc2ccccc2s1)c1nc2ccc(F)cc2s1
 : 9.6	10.9	-4.4	2.1	5.8	1.9	0.4	-1.3	-2.6	-0.2	2.7
> Nn1c(SCC(=O)Nc2ccc3c(c2)CCC3)nnc1C1CC1
 : -5.3	-0.6	3.4	0.4	-1.1	0.4	-0.3	-0.5	-2.2	-1.1	0.2
> O=S(=O)(NCCC1=CCCCC1)c1ccc(Br)cc1
 : -13.6	7.2	-5.1	1.1	-0.1	-1.4	-0.2	-1.0	3.6	0.7	0.0
> CCCNC(=O)Cn1c(=O)oc2cc(S(=O)(=O)N3CCCC3)ccc21
 : 17.6	-9.1	5.2	1.2	0.8	7.1	0.3	-0.6	-2.9	-0.2	-0.2
> Cc1[nH]nc(-c2ccc(OCc3cnn(-c4ccccc4)c3)cc2O)c1Oc1ccccc1F
 : -6.1	2.1	0.9	1.5	0.9	2.2	-0.2	-1.4	3.3	-1.5	0.6
> S=C(Nc1ccccc1)N1CCn2cccc2C1c1cccnc1 (centres undefined)
 : -3.8	-6.5	-7.2	-0.3	-3.2	-8.8	-0.2	-0.9	-1.1	-1.7	0.7
> O=C(CCc1c[nH]c2ccccc12)NCCc1ccc(O)cc1
 : -23.5	2.9	-1.6	-1.1	-0.9	1.7	0.0	-0.9	-2.9	0.1	-0.1
> CSCCC(NC(=O)c1ccco1)C(=O)NC1CCCCCC1 (centres undefined)
 : 0.1	-4.0	-3.0	1.0	0.5	-1.8	0.4	-1.0	-0.7	-0.4	-0.3
> CN(CC(=O)Nc1ccccc1Cl)C(=O)COC(=O)c1nc(Cl)ccc1Cl
 : 3.6	-5.3	-0.4	-0.9	3.6	1.7	1.8	-0.9	-0.3	0.0	-0.6
> O=C(CN1CCN(c2ncc(C(F)(F)F)cc2Cl)CC1)NC(=O)NCc1ccccc1
 : -1.9	2.8	-0.1	0.5	0.5	4.9	-0.1	-1.3	-0.7	0.9	-1.3
> COc1ccccc1N1CC(C(=O)Nc2nnc(SCC(=O)N3CCCC3)s2)CC1=O (centres undefined)
 : 1.6	-10.4	-11.3	0.5	-1.0	-4.5	0.2	-1.2	-1.6	0.1	1.6
> Cn1cc(Cl)c(C(=O)Nc2nccs2)n1
 : 5.9	-6.6	-6.2	1.2	5.9	-1.0	0.6	-0.1	-3.3	-0.8	2.2
> CCCCN(N=Nc1nonc1OC)c1nonc1OC
 : 4.3	1.5	1.5	-0.8	0.1	1.9	-0.1	-0.9	0.3	0.2	-1.8
> CC(=O)N1C(=O)/C(=C2\SC(=S)N(c3c(C)n(C)n(-c4ccccc4)c3=O)C2=O)c2ccccc21
 : -2.2	-3.2	-1.5	0.8	1.5	-3.3	-0.3	1.2*	-2.6	9.3*	2.3
> COC(=O)c1cc(-c2ccc(OC)cc2)on1
 : 3.3	-6.9	-4.3	-0.7	-0.7	-0.3	-0.2	-1.6	-2.3	-1.8	-0.6
> COc1ccc(CCNC(=O)/C=C\c2ccccc2)cc1OC
 : 11.4	-7.2	0.6	-1.2	-2.1	-1.9	-0.1	-1.2	-0.8	-3.1	3.0
> CCOc1ccccc1N(C(=O)CNS(=O)(=O)c1ccccc1)C(CC)C(=O)NCc1ccco1 (centres undefined)
 : -9.9	-3.6	-1.6	-0.5	-2.1	0.2	-0.3	-1.7	-4.0	-0.5	-2.9
> O=C(CN1C(=O)NC2(CCCC2)C1=O)OCCOc1ccc(Br)cc1
 : -5.9	-1.6	-5.1	2.0	1.8	-3.1	1.7	-1.5	-2.9	-1.0	1.2
> Cc1c(OCC(=O)N2C[C@H]3C[C@@H](C2)c2cccc(=O)n2C3)ccc2c3c(c(=O)oc12)CCC3
 : -3.4	-111.5	-2.6	1.4	-2.6	-0.3	-0.8	-1.4	-24.1	0.8	-0.1
> Cc1ccc(NC(=O)NNC(=O)COc2ccc([N+](=O)[O-])cc2)cc1C
 : -17.5	-6.7	-8.2	1.0	-0.7	-1.1	-1.7	-1.0	0.4	-1.7	-2.4
> CC(=O)c1cccc(N(C(=O)c2cnccn2)C(C(=O)NCc2ccccc2)c2ccco2)c1 (centres undefined)
 : -0.3	-0.6	-2.1	-1.3	-3.0	-4.8	-0.1	-0.7	-5.4	0.3	0.8
> COc1ccc(C(=O)Nc2nc3cc(OC)c(OC)cc3c(=O)[nH]2)cc1
 : 3.7	-6.3	-1.6	1.1	0.7	0.8	0.0	-1.0	-2.7	-1.3	-0.3

# The last 2 entries of the part before open the next one:
# Below each SMILES: sPLA2-III inh	ADAM10 inh	PLC-beta3 inh	DAX1 inh-1	hgDAF-12 ag	PLCg1 inh	DAX1 inh-2	ssDAF12 agonist	ADAM17 inh	hcDAF12 agonist	GAA850 FXN act
> CC(=O)c1cccc(N(C(=O)c2cnccn2)C(C(=O)NCc2ccccc2)c2ccco2)c1 (centres undefined)
 : -0.3	-0.6	-2.1	-1.3	-3.0	-4.8	-0.1	-0.7	-5.4	0.3	0.8
> COc1ccc(C(=O)Nc2nc3cc(OC)c(OC)cc3c(=O)[nH]2)cc1
 : 3.7	-6.3	-1.6	1.1	0.7	0.8	0.0	-1.0	-2.7	-1.3	-0.3
> O=C(OCc1ccc(Cl)cc1)c1cnccn1
 : 1.7	2.5	-1.8	-1.0	-1.5	1.9	-0.3	-0.7	2.1	0.4	-0.1
> CCc1c(O)nc(SCC(=O)Nc2ccc3c(c2)CCC3)[nH]c1=O
 : -3.7	-0.4	1.2	0.3	-0.7	0.7	-0.6	-1.2	1.4	-1.8	0.7
> CCOC(=O)C1CCCN(C(=O)c2ccc3[nH]c4c(c3c2)CC(C)CC4)C1 (centres undefined)
 : -36.3	-26.8	-61.1	-0.1	3.4	-47.2	1.1	-1.1	-7.0	-1.2	0.3
> O=C(c1ccc(-n2cncn2)c([N+](=O)[O-])c1)N1CCN(S(=O)(=O)c2ccc(F)c(F)c2)CC1
 : -11.3	-0.1	-4.5	0.4	0.2	1.1	0.0	-1.6	-1.8	-0.1	2.2
> O=C(c1cccnc1)N1CCCc2ccccc21
 : 2.6	2.6	2.1	0.1	1.2	0.3	-0.5	-0.8	-2.1	1.2	0.8
> CCn1nc(C(=O)Nc2cc(Cl)ccc2-n2cncn2)c2ccccc2c1=O
 : -4.0	-6.5	-5.8	0.5	2.7	-1.1	3.5	-0.3	2.4	-0.8	0.0
> O=C(Nc1ccc2c(c1)OCO2)C1CC1
 : 0.6	-0.9	-8.3	0.2	2.4	-5.3	2.0	0.0	-1.9	-0.6	1.3
> OC(c1ccc(F)cc1)c1nc(-c2cnc3ccccc3c2)cs1 (centres undefined)
 : -8.3	-15.5	-15.3	·	16.1*	-8.2	5.1*	0.6	-8.3	6.6*	4.2
> Cc1cc(NCC(c2ccccc2)c2ccccc2)n2ncnc2n1
 : -1.9	0.5	-6.0	0.2	-1.4	-0.2	-0.3	-1.7	0.3	-0.9	2.7
> CC/C(C)=N/Nc1ccc(S(=O)(=O)N2CCCC2)cc1[N+](=O)[O-]
 : -6.0	11.4	8.4	-2.1	-5.0	4.8	-0.5	-2.0	4.6	-2.6	0.9
> O=C(Nc1nnc(C2CCCC2)s1)C1CCC1
 : -0.3	4.9	8.3	-0.2	3.2	4.1	0.7	0.3	-0.1	-1.0	3.3
> Cc1c2cc(O)c(=O)cc-2oc2cc(O)c(O)cc12
 : 6.4	-182.1	-142.2	-0.1	0.1	-78.7	1.6	-1.1	-54.6	-0.8	-3.3
> Cc1cccc(C)c1NC(=O)c1cccc(C(=O)Nc2c(C)cccc2C)n1
 : -1.5	1.3	0.2	2.3	0.7	-0.8	-0.9	-1.1	-4.0	-0.3	-1.1
> COc1ccc(NC2=CC(c3ccccc3)N(c3ccc(OC)cc3)C2=O)cc1 (centres undefined)
 : -17.0	2.0	-83.2	·	-1.5	-72.3	-0.1	-1.3	3.0	-0.6	0.0
> COc1cnn(-c2cccc(C(F)(F)F)c2)c(=O)c1Cl
 : 2.8	0.7	-8.6	·	0.3	-1.4	1.1	-0.3	-4.6	-0.6	3.2
> O=C1ON=C(c2ccccc2)/C1=C/c1ccccc1
 : -2.4	0.2	-3.2	1.8	0.3	-1.9	0.6	-0.7	-0.2	-1.8	0.5
> COCCNC(=O)CN(c1ccc(C)cc1)S(=O)(=O)c1ccccc1
 : 2.7	5.1	-2.6	-0.3	0.9	0.7	-0.6	-0.4	-4.2	-0.6	0.4

# Bioassay records deposited in PubChem by The Scripps Research Institute Molecular Screening Center.
